p53null 39C kill: selectivity test: cytotoxicity in p53 null cells, nonpermissive temperature | H1299 p53-null (neo) cells, 39C, ATPlite viability, 24 h | Potency, µM (titrated, usually from 46.1 µM), for the others: top-dose activity, negative = cell killing, actives largely listed as cytotoxic | hit rate 0.97% among 55,000;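 further: 0% = DMSO only and -100% = full killing by 100 µM tamoxifen; nearly all actives have a fitted effect of over 50% in size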
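Following overnight plating at 37C (600 cells/well), H1299-neo or H1299-p53A138V cells are dosed up to 46 uM. Incubation lasts 24 hr at 39C before ATP detection.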
p53null 32C tox: selectivity test: cytotoxicity in p53 null cells, permissive temperature. H1299-neo p53 null cells, ATP luminescence, 24 h, 32C. hit rate 0.62% among 55,000. Potency, µM (titrated, usually from 46.1 µM), for inactives: at the highest dose activity change, negative = cytotoxicity, most hits filed as cytotoxic;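 further: 0% = DMSO only and -100% = full killing by 100 µM tamoxifen; nearly all actives have a fitted effect of over 55% in size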
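H1299-neo (p53-null) cells, 600/well, were pre-incubated overnight at 37C, then exposed to compounds at up to 46 uM for 24 hr at 32C. Viability was measured as ATP content by luminescence, and AC50 values came from Hill fits.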
Starred values were filed as active, the others as inactive; ? = inconclusive; [ ] = another dose, or the depositor's remark. The call rests on the fitted dose curve; in most records, active means well fitted cell-killing curve with a large enough effect; inconclusive means small, poorly fitted or top-dose-only effect; inactive means no such curve, though single readings can be large or run the other way. Potency means the concentration at half of the fitted maximal effect.

Screens in order – p53null 39C kill, p53null 32C tox
> Clc1ccc(-c2ccc(/C=N/Nc3cc(N4CCOCC4)nc(N4CCOCC4)n3)o2)cc1
 : 2%, 1%
> CCOC(=O)C1CCN(c2cc(=O)n(-c3ccccc3Cl)c(=O)[nH]2)CC1
 : -7%, 10%
> Cc1ccc(NC(=O)N2CCC(C(=O)Nc3ccc(C)cc3C)CC2)cc1
 : 2%, 1%
> CNC(=O)CN(c1ccc(OC)cc1)S(=O)(=O)c1ccc(F)cc1
 : 10%, 3%
> O=C(Nc1cccnc1)c1ccc(F)cc1
 : 2%, -2%
> Cc1cccc(C)c1NC(=O)N1CCN(C2CCCCC2)CC1
 : -1%, -6%
> CC1=C(C(=O)OC2CCCCCC2)C(c2ccc(C)o2)C2=C(CCCC2=O)N1 (stereo not given)
 : 3%, 6%
> Cc1c(N=Cc2cccnc2)c(=O)n(-c2ccccc2)n1C
 : 27%, -4%
> O=C(CCCOc1ccc(Cl)cc1Cl)N1CCc2ccccc2C1
 : -23%, -10%
> CCN(CC)S(=O)(=O)c1cc(F)ccc1OC
 : -10%, -2%
> O=C(c1cnn2c(C(F)F)cc(-c3ccccc3)nc12)N1CCOCC1
 : 7%, 2%
> COc1ccc(-c2cc(N3C(=O)Nc4ccccc4N3O)n[nH]2)cc1
 : 24%[1.84 µM], -13%
> Cc1c(Cl)cccc1Nc1nc(N)nc(CSCCO)n1
 : 6%, 6%
> CCCOC(=O)C1=C(C)OC23OC(N)=C(C#N)C12C(=O)c1ccccc13 (stereo not given)
 : -15%, -2%
> Cc1c(C(=O)Nc2ccc(Cl)cn2)oc2ccccc12
 : 9%, -6%
> O=C(COc1ccccc1)NCCn1ccc2ccccc21
 : 2%, 2%
> S=C1NCCc2ccc(Cl)cc2C1c1ccccc1 (stereo not given)
 : 4%, 4%
> CCS(=O)(=O)N1CCN(C(=O)CCC2CCCC2)CC1
 : -4%, -4%
> Cc1c(-c2cccs2)[n+](=O)c2c(n1[O-])CCCC2
 : 26%, -1%
> CCN1CCN(C(c2cccs2)C(C)NC(=O)c2ccccc2)CC1 (stereo not given)
 : 20%, 8%
> COc1ccc(Cc2nc(N)nc(N)n2)cc1
 : 7%, -2%
> O=C(NCC(c1cccnc1)N1CCOCC1)c1ccc2c(c1)OCO2 (stereo not given)
 : -4%, -7%
> CCOC(=O)c1cccnc1SCC(=O)NC(C)CC (stereo not given)
 : 0%, -7%
> CSc1nnc(C)c(=O)[nH]1
 : -10%, -5%
> Cc1n[nH]c(C)c1S(=O)(=O)Nc1ccc2c(c1)OCCO2
 : 6%, -2%
> Cc1cc(C)nc(NCC(O)CNc2ccccc2Cl)n1 (stereo not given)
 : 3%, 4%
> CCCOc1ccc(C(C)=O)cc1CSCCC#N
 : -6%, 6%
> CCOc1ccc(CN(C(=O)c2cc3ccccc3oc2=O)C2CC2)cc1
 : 4%, 7%
> CCn1c(SCC(=O)N2CCOCC2)nc2c(c1=O)SC(C)C2 (stereo not given)
 : -2%, -1%
> O=C(CCCc1nc(-c2ccc(Cl)cc2)no1)N1CCOCC1
 : -10%, -7%

Exported as labelled records: entries from further up
CSc1nnc(C)c(=O)[nH]1
  p53null 39C kill = -10%
  p53null 32C tox = -5%

Cc1n[nH]c(C)c1S(=O)(=O)Nc1ccc2c(c1)OCCO2
  p53null 39C kill = 6%
  p53null 32C tox = -2%

Cc1cc(C)nc(NCC(O)CNc2ccccc2Cl)n1 (stereo not given)
  p53null 39C kill = 3%
  p53null 32C tox = 4%

CCCOc1ccc(C(C)=O)cc1CSCCC#N
  p53null 39C kill = -6%
  p53null 32C tox = 6%

An excerpt from above in order of molar mass, largest number first:
Screens in order – p53null 39C kill, p53null 32C tox
> CCN1CCN(C(c2cccs2)C(C)NC(=O)c2ccccc2)CC1 (stereo not given)
 : 20%, 8%
> CCn1c(SCC(=O)N2CCOCC2)nc2c(c1=O)SC(C)C2 (stereo not given)
 : -2%, -1%
> CCS(=O)(=O)N1CCN(C(=O)CCC2CCCC2)CC1
 : -4%, -4%

The results go on:
Screens in order – p53null 39C kill, p53null 32C tox
> CN(C(=O)c1ccccc1Cl)c1ccccc1
 : 2%, -1%
> N#C/C(=C\c1ccc([N+](=O)[O-])o1)c1nc2ccccc2[nH]1
 : -5%[1.84 µM], 1%
> CN(CCNC(=O)c1ccc(N2CCCC2=O)cc1)CCc1ccccc1
 : 7%, -4%
> Brc1ccc(-c2nnc3n2C2(CCCC2)Cc2ccccc2-3)o1
 : -7%, -2%
> CN(C(=O)c1ccc(C#N)cc1)c1nnc(-c2ccccn2)s1
 : 26%, 10%
> CC1(C(=O)NCc2cccnc2)CCC(=O)N1CCc1ccccc1 (stereo not given)
 : -3%, -7%
> CCCCCC(=O)Nc1ccc(Cc2ccncc2)cc1
 : 5%, 5%
> OCCCCCNc1ncnc2ccccc12
 : 10%, 5%
> COc1ccc(OC)c(N2C(=O)CC(Cc3ccc(C)cc3)C2=O)c1 (stereo not given)
 : 6%, -3%
> Cc1ccc(SCC(=O)NCCN2C(=O)CSC2=O)c(C)c1
 : -3%, 1%
> Cc1c(N2C(=O)C(=O)/C(=C(/O)c3ccccc3)C2c2ccc(F)cc2)c(=O)n(-c2ccccc2)n1C (stereo not given)
 : -15%, 10%
> CCn1cc(Cl)c(C(=O)N2N=C3/C(=C/c4cccs4)CCCC3C2c2cccs2)n1 (stereo not given)
 : 10%, 2%
> COc1ccc(-c2cc(N)n(S(=O)(=O)Cc3ccccc3)n2)c(OC)c1
 : -11%, 4%
> O=[N+]([O-])c1ccc(-c2cn(-c3ccccc3)c(=S)[nH]2)cc1
 : 2%[1.84 µM], -1%
> COc1ccc(-c2nc(-c3cccc([N+](=O)[O-])c3O)cc(=O)o2)cc1OC
 : 2%, -6%
> C=CCn1c(SCC(=O)Nc2ccccc2C)nc2sc(C)c(C)c2c1=O
 : -9%, -3%
> CNc1nc(SC)nc(N(C#N)CC(=O)OC)n1
 : 20%, -5%
> CCOC(=O)c1nnn(CC(=O)N2N=C(c3cccc4ccccc34)CC2c2ccccc2)c1C(=O)OCC (stereo not given)
 : 0%, -4%
> O=C(COC(=O)C1CC(=O)N(Cc2ccco2)C1)c1ccc(OC(=O)c2ccco2)cc1 (stereo not given)
 : 7%, 4%
> C#CCOC(=O)c1ccccc1C(=O)O
 : 8%, 0%
> CC1(C)C(=O)NCCN1C(=O)CCC(=O)O
 : 9%, -4%
> COc1ccc(NC(=O)CN2C(=O)C(c3ccccc3)=NC23CCCCCC3)cc1OC
 : 24%, 2%
> O=C(c1cccs1)N1CCCC1
 : 12%, 3%
> Cc1cccc(C(=O)Oc2coc(CSc3nnc(NC(=O)C4CC4)s3)cc2=O)c1
 : -3%, 3%
> COc1cccc(-c2nc(-c3ccc4c(c3)-c3ccccc3S4(=O)=O)c(-c3ccccc3)[nH]2)c1OC
 : 11%, 7%
> Cc1cc(C)c(OCC(=O)Nc2nnn(C)n2)c(Br)c1
 : 29%, 5%
> COc1ccc(/C=N/NC(=O)CNc2n[nH]c(=O)[nH]c2=O)cc1OC
 : 7%[1.84 µM], 6%
> CCCC(=O)N1c2ccccc2C(=C2SC(C(=O)OC)=C(C(=O)OC)S2)C(=S)C1(C)C
 : -8%, -2%
> Cc1nc2cc(NC(=O)CCS(=O)(=O)c3ccccc3)ccc2s1
 : 4%, -22%
> COC(=O)c1sc(NC(=O)CSc2nnnn2-c2cccc(OC)c2)nc1C
 : 0%, -1%
> CCOC(=O)Nc1ccc2c(CN3CCN(S(=O)(=O)c4ccccc4)CC3)cc(=O)oc2c1
 : 0%, 9%
> CC1=C(C(=O)OCC2CCCO2)C(c2ccccc2Cl)NC(=O)N1 (stereo not given)
 : -8%, -5%
> COc1cc2c(cc1NCc1ccc3c(c1)OCO3)oc1ccccc12
 : 12%, 10%
> CCn1c(SCc2cccc(C(F)(F)F)c2)nnc1-c1ccco1
 : -20%, -10%
> COc1cc(Cl)c(C)cc1NC(=O)[C@@H]1CCCN1C(=O)c1cccs1
 : 5%, 5%
> COc1ccc(-c2cc(-c3cccs3)nc(OC)c2C#N)cc1OC
 : -7%, -7%
> CCOC(=O)c1c(NC(=O)c2c(Br)cnn2CC)sc(C)c1C
 : 7%, 6%
> Cc1ccc(NC(=S)N=Nc2c(O)n(C)c3ccc(S(=O)(=O)N4CCOCC4)cc23)cc1
 : -5%, -3%
> Cc1ccc(Cn2c(CN3CCOCC3)nc3c2c(=O)n(C)c(=O)n3C)cc1
 : 16%, -3%
> CC(NC(=O)c1nn(C)c(=O)c2ccccc12)c1ccccc1 (stereo not given)
 : 23%, 2%
> O=C(COc1cccc(NC(=O)c2cccc([N+](=O)[O-])c2)c1)c1ccc(F)cc1
 : -17%, 8%
> CCCS(=O)(=O)c1nc(S(=O)(=O)c2ccc(C)cc2)c(NCc2ccco2)s1
 : -4%[1.84 µM], -8%
> COc1ccc(/C=C2\SC(=N)N(c3nccs3)C2=O)cc1OC
 : 1%[1.84 µM], -18%
> Cc1cc(C)c2c(N)c(C(=O)Nc3ncc(C)s3)sc2n1
 : 1µM*, 0.89µM*
> CCS(=O)(=O)C(=C1Nc2ccccc2N1)S(=O)(=O)CC
 : -5%, -5%
> CCOC(=O)COc1cccc2c(=O)n(CC(=O)N3CCN(C(=O)OCC)CC3)ccc12
 : 17%, -3%
> O=C(CCc1nc2ccccc2s1)Nc1ccccc1
 : 4%, -9%
> CCCCN(CC)CCCNC(=O)c1cc2c(=O)n(C)c3ccccc3c2n1C
 : -14%, -9%
> Clc1cccc(-c2cc3nc4c(c(N5CCNCC5)n3n2)CCCC4)c1
 : -12%, -10%
> CN(c1ccccc1C(=O)Nc1ccc2c(c1)OCO2)S(C)(=O)=O
 : -1%, 9%
> COc1ccccc1/C=N/NC(=O)C1=NNC(c2ccccc2)(c2ccccc2)C1
 : -11%, -10%
> NC(=O)c1ccccc1NC(=O)NC1CCCCC1
 : -20%, ?
> Cc1ccc(C(=O)N/N=C2\SCC(=O)N2c2cc(C)ccc2C)cc1
 : -4%, 3%
> COc1ccc(C(=O)Cn2c(NCCO)nc3ccccc32)cc1OC
 : 1%, 1%
> CCOc1ccc(NC(=O)c2ccccc2O)cc1
 : 7.9µM*, 7.1µM*
> O=S1(=O)CCC(NC(=S)NCCNC(=S)NC2CCS(=O)(=O)C2)C1 (stereo not given)
 : -1%, 3%
> CC(=O)NC1=C(NC2CCS(=O)(=O)C2)C(=O)c2ccccc2C1=O (stereo not given)
 : ?, 11µM*
> CCOC(=O)/C(C#N)=C/c1cn(CCC(=O)O)nc1-c1ccccc1
 : 3%[1.84 µM], -1%
> Cc1nc2ccc(S(=O)(=O)NC(C(=O)N3CCCC3)C(C)C)cc2s1 (stereo not given)
 : -11%, 2%
> Cc1ccc2nc(NC(=O)c3ccc(Cn4cc(Cl)cn4)o3)sc2c1
 : 3%, -13%

(further entries)
structure	p53null 39C kill	p53null 32C tox
CCOC(=O)Cc1cc(=O)n2[nH]c(-c3ccccc3)cc2n1	-18%	-3%
O=C1c2cccc(OCc3ccc(F)cc3)c2CCN1Cc1ccc(F)cc1	-4%	5%
COC(=O)CCc1sc(Nc2ccccc2)nc1-c1ccc(OC)cc1	-8%	-5%
Cn1c(-c2ccccc2)c(CCO)c2ccccc21	8%	1%
COc1ccc(C(=O)CSc2cc(C)nc(SCC(=O)c3ccc(C)cc3)n2)cc1	20%	-8%
COc1ccc(/C=N/NC(=O)CCSc2nc3ccccc3s2)cc1	-14%[1.84 µM]	9%
COc1ccc(-n2c(=O)c3c4c(sc3n(CC(=O)NCc3ccco3)c2=O)CCC4)c(OC)c1	16%	3%
O=C1NCCCC1C(=O)N/N=C/c1ccccc1O (stereo not given)	18%	0%
O=c1nc2n(c3ccc(Br)cc13)CCS2	10%	-2%
O=C(Cc1ccccc1)Nc1ccc(C(=O)O)cc1	0%	-4%
Cc1cccc(NC(=O)c2sc3nc(N)c(C#N)cc3c2N)c1	18%	11%
Cc1ccc(-n2c(C)cn(C(=O)c3ccccc3)c2=S)cc1	4%	1%
CC1(C)C(c2ccco2)=[N+]([O-])C2(CCCCC2=O)N1O (stereo not given)	20%	-4%
CCOc1cc2[nH]c(=S)n(CCCN(CC)CC)c(=O)c2cc1OCC	23%	2%
O=C(O)c1cc(-c2ccco2)[nH]n1	8%	5%
O=C(c1cc2c(ccc3ccccc32)oc1=O)N1CCN(CCO)CC1	2%	3%
CCOC(=O)C1C2C=CC3(CN(CCc4ccccc4)C(=O)C13)O2 (stereo not given)	12%	1%
CC(C)(C)NC(=O)CN1CCC(O)(c2ccc3c(c2)OCO3)CC1	-11%	1%
COc1ccc(N2C(=O)CSC23CCCCC3)cc1	4%	4%
CSc1cccc(NC(=O)CCCOc2ccc(Cl)cc2C)c1	9%	-4%
CC(C)CNC(=O)c1ccccc1NC(=O)c1ccccc1N(C)S(C)(=O)=O	39%	-3%
CC1C(=O)CCCCCCCCCC2C1(N1CCOCC1)CS2(=O)=O (stereo not given)	1%	5%
Cc1ccc(C)c(NC(=S)N2CCCCCC2)c1	20%	10%
CC(C)(C)n1ncc2c(=O)n(CC(=O)NCCc3ccccc3)cnc21	23%	-7%
O=C(CSc1ccc2ccccc2n1)N1CCC(c2noc3ccc(F)cc23)CC1	-5%	2%
COc1cccc(NC(=O)N2CCCC2C(=O)Nc2ccc3c(c2)OCO3)c1 (stereo not given)	4%	3%
COc1ccc(NC(=O)CSc2ncc(-c3ccc(F)cc3)n2Cc2ccco2)cc1	0%	-4%
Cn1ncc2c(NNC(=O)c3ccccc3Cl)ncnc21	7%	0%
Cc1cccc(C(=O)Nc2ccccc2N2CCN(c3ccc(F)cc3)CC2)c1	-6%	2%

Compound activity as filed in PubChem BioAssay.

A portion of the library; rates above refer to the full screens.
